Assay outcomes deposited in PubChem BioAssay by Dana-Farber Cancer Institute and Novartis Institutes for BioMedical Research (Cambridge, Mass).
USP30 block – inhibitors of human USP30 deubiquitinase; hit rate 5.3% among 47,000; purified USP30, Ub-rhodamine cleavage fluorescence; inhibition, % at 25 µM; AID 1645860, 2021; Ubiquitin carboxyl-terminal hydrolase 30 (Homo sapiens), Q70CQ3
Target sequence (Q70CQ3 whole entry, looked up): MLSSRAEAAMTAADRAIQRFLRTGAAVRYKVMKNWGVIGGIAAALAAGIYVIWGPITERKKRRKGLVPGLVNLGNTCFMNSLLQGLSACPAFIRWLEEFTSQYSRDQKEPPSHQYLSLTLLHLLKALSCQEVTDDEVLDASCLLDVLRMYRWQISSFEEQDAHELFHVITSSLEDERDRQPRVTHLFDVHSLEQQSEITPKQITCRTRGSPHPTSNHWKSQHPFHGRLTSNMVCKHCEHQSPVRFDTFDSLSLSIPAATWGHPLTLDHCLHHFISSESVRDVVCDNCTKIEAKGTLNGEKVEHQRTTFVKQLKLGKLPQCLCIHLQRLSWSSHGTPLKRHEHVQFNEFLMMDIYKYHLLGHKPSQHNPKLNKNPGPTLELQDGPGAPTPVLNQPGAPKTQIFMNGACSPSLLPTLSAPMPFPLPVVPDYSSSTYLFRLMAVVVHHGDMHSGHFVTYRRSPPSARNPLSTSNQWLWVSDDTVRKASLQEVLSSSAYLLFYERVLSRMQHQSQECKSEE
UCHL1 block – inhibitors of human UCHL1 deubiquitinase; Ubiquitin carboxyl-terminal hydrolase isozyme L1 (Homo sapiens), P09936; purified UCHL1, Ub-rhodamine cleavage fluorescence; inhibition, % at 20 µM; hit rate 0.2% among 47,000; AID 1645859, 2021
USP7 inh – inhibitors of human USP7 deubiquitinase; Ubiquitin carboxyl-terminal hydrolase 7 (Homo sapiens), Q93009; purified USP7, Ub-rhodamine cleavage fluorescence; inhibition, % at 20 µM; hit rate 0.3% among 47,000; AID 1645854, 2021
USP8 block – inhibitors of human USP8 deubiquitinase. purified USP8, Ub-rhodamine cleavage fluorescence, 30 min. Ubiquitin carboxyl-terminal hydrolase 8 (Homo sapiens), P40818. hit rate 4.2% among 47,000. inhibition, % at 20 µM
USP10 inh – inhibitors of human USP10 deubiquitinase; Ubiquitin carboxyl-terminal hydrolase 10 (Homo sapiens), Q14694; hit rate 1.1% among 47,000; purified USP10, Ub-rhodamine fluorescence, 60 min; AID 1645856, 2021; inhibition, % at 20 µM
USP28 block – inhibitors of human USP28 deubiquitinase. Ubiquitin carboxyl-terminal hydrolase 28 (Homo sapiens), Q96RU2. purified USP28, Ub-rhodamine cleavage fluorescence, 30 min. inhibition, % at 25 µM. hit rate 3% among 47,000. AID 1645857, 2021
USP17 block – inhibitors of human USP17 deubiquitinase. purified USP17, Ub-rhodamine cleavage fluorescence, 3 h. hit rate 6.5% among 47,000. Ubiquitin carboxyl-terminal hydrolase 17-like protein 5 (Homo sapiens), A8MUK1. inhibition, % at 50 µM
Target sequence (A8MUK1 whole entry, looked up): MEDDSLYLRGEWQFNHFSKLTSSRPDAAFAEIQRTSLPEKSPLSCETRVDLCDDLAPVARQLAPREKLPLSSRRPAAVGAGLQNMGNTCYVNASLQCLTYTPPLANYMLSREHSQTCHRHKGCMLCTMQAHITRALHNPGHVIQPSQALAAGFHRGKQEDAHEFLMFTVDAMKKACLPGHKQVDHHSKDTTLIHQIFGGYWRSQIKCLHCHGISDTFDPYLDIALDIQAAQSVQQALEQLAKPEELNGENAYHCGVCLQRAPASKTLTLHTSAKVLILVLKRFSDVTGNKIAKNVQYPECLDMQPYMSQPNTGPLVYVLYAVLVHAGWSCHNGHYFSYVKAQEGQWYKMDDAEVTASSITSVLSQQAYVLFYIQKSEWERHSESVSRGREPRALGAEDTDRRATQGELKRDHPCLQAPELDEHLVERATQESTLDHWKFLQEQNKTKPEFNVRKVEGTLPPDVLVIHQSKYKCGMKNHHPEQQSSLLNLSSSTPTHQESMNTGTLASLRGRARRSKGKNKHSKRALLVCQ
OTUD3 block – inhibitors of human OTUD3 deubiquitinase; OTU domain-containing protein 3 (Homo sapiens), Q5T2D3; purified OTUD3, Ub-rhodamine fluorescence, 2 h; inhibition, % at 25 µM; hit rate 0.7% among 47,000; AID 1645858, 2021
* = called active by the depositor; x = not tested or not shown. Cut-off read from the data, not from the text of the source: active = inhibition above about 30%; inactive = the rest.

SMILES	USP30 block	UCHL1 block	USP7 inh	USP8 block	USP10 inh	USP28 block	USP17 block	OTUD3 block
CCCCNc1cc(CCC)nc2nc(-c3cccnc3)nn12	1	2	-1	0	2	-3	-11	-2
CSc1ccc(CCNC(=O)c2cccc3c2C(=O)N(C2CCCCC2)C3)cc1	25	10	11	26	12	15	11	13
CCCn1c(=O)n(CC(=O)c2ccc(Cl)cc2)c2c(C(N)=O)nc(-c3ccco3)nc21	-183	-4	6	-10	-1	-36	38*	-34
O=C(Nc1ccc(F)cc1)Nc1cnn(-c2ncncc2N2CCOCC2)c1	-20	-2	-5	-38	0	-11	-17	-9
CNC(=O)C1CN(C(=O)Nc2ccccc2)CC12CCCC2 (stereo not drawn)	2	-3	0	-16	-1	-9	-6	-4
CN1CCN(C(=O)CN2CCC3(CCC2=O)NC(=O)c2ccccc2N3)CC1 (stereo not drawn)	22	1	6	13	1	13	18	7
COCCn1cnc2c1c(=O)n(CCOc1ccccc1F)c(=O)n2Cc1ccccc1	-2	-1	-77	-5	0	-4	-8	-9
O=C(CCc1nnc2n(Cc3ccc(F)cc3)c(=O)c3ccccc3n12)NCc1ccccn1	20	-1	-19	-26	-1	0	3	0
Cc1cc(-c2ccccc2)nc2oc3c(=O)n(Cc4ccc(Cl)cc4)cnc3c12	0	0	5	14	-1	2	9	0
Cc1nn2c(nc(NC3CCCc4ccccc43)c3ccccc32)c1Cl (stereo not drawn)	16	0	-8	16	0	12	13	8
CNC(=O)c1sc2nccnc2c1C1CCN(Cc2cccnc2)CC1	12	0	6	2	1	0	4	7
COc1ccc(CC(=O)NCc2ccc(-c3ncncc3-c3cc(C)no3)cc2)cc1C	2	-3	-7	-12	-1	0	-1	-9
O=C(CCn1c(=O)c2ccccc2n(CC(=O)OCc2ccccc2)c1=O)NCc1ccc2c(c1)OCO2	26	-2	6	26	48*	9	28	9
Cc1ccc(N(C(=O)c2ccc3c(c2)OCCO3)C(C(=O)NC2CCCCC2)c2ccc(F)cc2)c(C)c1 (stereo not drawn)	6	2	1	-2	1	0	1	6
Cn1nccc1C(=O)N1CCC(C2Nc3ccccc3S(=O)(=O)N2)CC1 (stereo not drawn)	-28	-3	0	0	0	-17	-15	-12
CN1CCCN(C(=O)C2CCC(C(=O)N3CCCN(C)CC3)CC2)CC1 (stereo not drawn)	-11	-2	1	19	-4	-1	0	0
CC(=O)N1CC[C@@H]2Oc3ccccc3S(=O)(=O)N(Cc3ccccc3)[C@H]2CC1	8	0	-12	1	-2	3	-1	4
O=C(NCC1CC1)[C@@]12CCCN(c3ncccn3)[C@@H]1CN(c1ncccn1)C2	-9	-2	-1	-86	-1	-12	-27	-6
CCN1CCCC1CNC(=O)Cc1nc(-c2ccc(OC)cc2)no1 (stereo not drawn)	x	2	2	-5	-2	x	-1	8
O=C(NCCc1cccnc1)c1nc(-c2cn(-c3nccs3)cn2)n2ccccc12	-108	-3	-4	-16	-11	-5	45*	-11

The final two entries of the part above lead into the next:
SMILES	USP30 block	UCHL1 block	USP7 inh	USP8 block	USP10 inh	USP28 block	USP17 block	OTUD3 block
CCN1CCCC1CNC(=O)Cc1nc(-c2ccc(OC)cc2)no1 (stereo not drawn)	x	2	2	-5	-2	x	-1	8
O=C(NCCc1cccnc1)c1nc(-c2cn(-c3nccs3)cn2)n2ccccc12	-108	-3	-4	-16	-11	-5	45*	-11
O=C(O)c1ccc(NS(=O)(=O)c2ccc3c(c2)OCCCO3)cc1	0	-3	0	2	-1	-6	-13	-2
Cc1nc(-c2nccn2C)cc(C2CCCCN2S(C)(=O)=O)n1 (stereo not drawn)	-4	3	7	0	-1	6	-2	5
Cc1cc(NC2CC3(CCN(C(=O)/C=C/c4ccccc4)C3)C2)ncn1 (stereo not drawn)	25	2	1	1	3	19	1	12
COc1cc(C2CC(=O)Nc3nc(-c4ccccc4)[nH]c(=O)c32)cc(OC)c1O (stereo not drawn)	66*	8	24	9	19	65*	82*	47*
Cc1sc2nc(C3CC3)n(C3CCN(C(=O)C4CCC4)CC3)c(=O)c2c1C	39*	7	-1	6	11	22	16	18
CCOC(=O)c1ccc(NC(=O)Cn2c(=O)n(CC(=O)NCCc3ccc(OC)c(OC)c3)c(=O)c3sccc32)cc1	66*	8	6	13	3	21	25	21
Cc1cc(C2CCCN2C(=O)c2cc(-c3ccc(F)cc3)no2)no1 (stereo not drawn)	10	-1	0	-15	-1	8	10	10
O=C(c1ccc(-c2ccccc2F)o1)N1CCCC1	-19	-2	-7	3	1	-7	-2	0
Cc1ccc(CCNCc2c(C(=O)O)n(Cc3ccccc3F)c3ccccc23)cc1	x	0	-67	-3	11	x	0	-6
CC(=O)Nc1ccc(C)n(CC(=O)NCc2ccc3c(c2)OCO3)c1=O	-29	1	1	10	1	1	7	7
O=C(CCc1ccc2[nH]ccc2c1)NCc1ccc(F)cc1	-55	-4	-10	-12	-5	-23	-21	-21
Cc1ccc(CNC(=O)Cn2c(=O)n(Cc3ccc(F)cc3)c(=O)c3cccnc32)cc1	2	-2	2	1	5	-9	2	0
CC(=O)N1C[C@@H]2C(=O)NC3(CCN(S(=O)(=O)c4ccccc4)CC3)[C@@H]2C1	-13	-5	2	-22	3	-4	-1	-1
O=C(c1ccc2occc2c1)N1CCC(S(=O)(=O)c2ccc(-c3ccc(OC(F)(F)F)cc3)cc2)CC1	-5	6	5	1	7	6	-3	-10
O=C(CC1(O)C(=O)N(CCc2ccccc2)c2ccc(Cl)cc21)c1ccc(F)cc1 (stereo not drawn)	29	13	-37	14	11	18	18	12
CCn1c(=O)c(C(=O)Nc2ccc(Br)cc2)nc2ccccc21	-10	-3	3	0	2	-2	34*	-1
COc1ccc(NC(=O)COC(=O)C2CCCN2S(=O)(=O)c2ccccc2F)c(OC)c1 (stereo not drawn)	-1	1	3	5	-1	9	2	3
O=S(=O)(Nc1ccccc1CCc1nc2ccccc2[nH]1)c1ccccc1F	6	5	3	-34	4	12	-3	10
CCc1ccc(NC(=O)CN=C2NS(=O)(=O)C(c3ccc(CC)cc3)=C2C)cc1	23	1	9	1	8	22	58*	8
Cc1noc(-c2ccc(-n3cnc(C(=O)NCc4ccccc4)c3)nc2)n1	30*	5	5	10	2	6	21	4
O=S(=O)(c1cc(-c2nnc(C3CCC3)o2)co1)N1CCCCC1	4	-1	1	-3	-1	10	2	27
COc1ccc(C2/C(=C(\O)c3ccccc3)C(=O)C(=O)N2c2nc3ccc(F)cc3s2)cc1 (stereo not drawn)	55*	-2	1	8	41*	15	x	19
CSc1nc2ncn(CC(=O)Nc3ccc(F)c(F)c3)c(=O)c2s1	0	-1	5	28	7	-6	2	-8
CCC1=C(c2ccc(C)cc2)S(=O)(=O)NC1=NCC(=O)NCCC1=CCCCC1	0	3	5	18	8	1	-5	5
O=C(Nc1ccc(Br)cc1)C1C2C=CC3(O2)C1C(=O)N(CCc1ccccc1)C3C(=O)NC1CCCCC1 (stereo not drawn)	16	0	-1	5	4	3	10	10
OC(CN1CCNCC1)Cn1ccc2ccccc21 (stereo not drawn)	19	5	6	1	-1	8	22	23
CCn1c(=O)c(NCc2ccc(Cl)cc2)nc2ccncc21	34*	-2	-12	-5	-1	9	48*	-3
O=C(N1CCOCC1)N1C[C@H](O)[C@H]2C[C@@H]1CC[C@H]2N1CCOCC1	-23	0	-2	-2	0	-9	-15	-10
O=C(c1cc(-c2cccnc2)n(-c2ccc(F)cc2)n1)N1CCC2(CC1)OCCO2	-22	-1	0	2	-2	-16	-15	-1
O=C(O)CSc1nccn1-c1ccccc1	0	-5	0	8	1	-1	-2	-3
CC1Oc2ccccc2C(=O)N(Cc2ccc([N+](=O)[O-])cc2)C1=O (stereo not drawn)	28	3	-44	-72	7	74*	3	11
Cc1ccccc1-c1cc(C(=O)NCCc2ccccc2)c2ccccc2n1	-167	-2	-2	-34	0	-8	1	-16
COc1cccc(CN2CCC(C(=O)NCc3ccccc3Cl)CC2)c1OC	-1	-1	-1	-9	-1	3	-2	0
COCCNCc1cccc(Oc2nnnn2-c2ccccc2)c1	12	-1	0	-26	1	3	4	1
CCCc1cc(C2CCCN2C(=O)c2cc(C3CCCCC3)no2)no1 (stereo not drawn)	20	2	-6	-6	-1	7	3	5
COc1ccc(OC)c(S(=O)(=O)NCc2ccc(N3CCN(C)CC3)cc2)c1	-12	-2	0	-10	-3	-4	-10	-1
Cc1[nH]c2ccc(F)cc2c1CCNC(=O)c1cc2ccccc2oc1=O	-9	1	0	2	2	-3	0	-9
Cc1ccnc(Nc2nc(C)c(C(=O)NCC3CCCO3)s2)c1 (stereo not drawn)	6	2	2	4	3	8	2	6
Cc1noc(-c2cccn2Cc2cccc(F)c2)n1	-9	0	-2	-5	-3	10	4	4
COc1cccc(CNC(=O)C2c3c(ncn3C)CCN2Cc2cccnc2)c1 (stereo not drawn)	-24	-2	2	1	-4	-9	-16	-4
CC(=O)Nc1ccc(OCC(O)CN2CCC(Cc3ccccc3)CC2)cc1 (stereo not drawn)	-10	-5	0	-12	0	-10	-11	-7
COc1cc2nc(SCc3ccncc3)n(Cc3cccc(C(F)(F)F)c3)c(=N)c2cc1OC	-26	-2	3	11	0	-8	-12	-2
Cc1cc(N2CC3(CCCCC3)OC2=O)nc(C2CCCN2C(=O)C(C)(C)C)n1 (stereo not drawn)	7	-2	0	-8	-2	-2	5	0

Of the compounds above, 19 have fluorine.
SMILES	USP30 block	UCHL1 block	USP7 inh	USP8 block	USP10 inh	USP28 block	USP17 block	OTUD3 block
O=C(Nc1ccc(F)cc1)Nc1cnn(-c2ncncc2N2CCOCC2)c1	-20	-2	-5	-38	0	-11	-17	-9
COCCn1cnc2c1c(=O)n(CCOc1ccccc1F)c(=O)n2Cc1ccccc1	-2	-1	-77	-5	0	-4	-8	-9
O=C(CCc1nnc2n(Cc3ccc(F)cc3)c(=O)c3ccccc3n12)NCc1ccccn1	20	-1	-19	-26	-1	0	3	0
Cc1ccc(N(C(=O)c2ccc3c(c2)OCCO3)C(C(=O)NC2CCCCC2)c2ccc(F)cc2)c(C)c1 (stereo not drawn)	6	2	1	-2	1	0	1	6
Cc1cc(C2CCCN2C(=O)c2cc(-c3ccc(F)cc3)no2)no1 (stereo not drawn)	10	-1	0	-15	-1	8	10	10
O=C(c1ccc(-c2ccccc2F)o1)N1CCCC1	-19	-2	-7	3	1	-7	-2	0
Cc1ccc(CCNCc2c(C(=O)O)n(Cc3ccccc3F)c3ccccc23)cc1	x	0	-67	-3	11	x	0	-6
O=C(CCc1ccc2[nH]ccc2c1)NCc1ccc(F)cc1	-55	-4	-10	-12	-5	-23	-21	-21
Cc1ccc(CNC(=O)Cn2c(=O)n(Cc3ccc(F)cc3)c(=O)c3cccnc32)cc1	2	-2	2	1	5	-9	2	0
O=C(c1ccc2occc2c1)N1CCC(S(=O)(=O)c2ccc(-c3ccc(OC(F)(F)F)cc3)cc2)CC1	-5	6	5	1	7	6	-3	-10
O=C(CC1(O)C(=O)N(CCc2ccccc2)c2ccc(Cl)cc21)c1ccc(F)cc1 (stereo not drawn)	29	13	-37	14	11	18	18	12
COc1ccc(NC(=O)COC(=O)C2CCCN2S(=O)(=O)c2ccccc2F)c(OC)c1 (stereo not drawn)	-1	1	3	5	-1	9	2	3
O=S(=O)(Nc1ccccc1CCc1nc2ccccc2[nH]1)c1ccccc1F	6	5	3	-34	4	12	-3	10
COc1ccc(C2/C(=C(\O)c3ccccc3)C(=O)C(=O)N2c2nc3ccc(F)cc3s2)cc1 (stereo not drawn)	55*	-2	1	8	41*	15	x	19
CSc1nc2ncn(CC(=O)Nc3ccc(F)c(F)c3)c(=O)c2s1	0	-1	5	28	7	-6	2	-8
O=C(c1cc(-c2cccnc2)n(-c2ccc(F)cc2)n1)N1CCC2(CC1)OCCO2	-22	-1	0	2	-2	-16	-15	-1
Cc1[nH]c2ccc(F)cc2c1CCNC(=O)c1cc2ccccc2oc1=O	-9	1	0	2	2	-3	0	-9
Cc1noc(-c2cccn2Cc2cccc(F)c2)n1	-9	0	-2	-5	-3	10	4	4
COc1cc2nc(SCc3ccncc3)n(Cc3cccc(C(F)(F)F)c3)c(=N)c2cc1OC	-26	-2	3	11	0	-8	-12	-2
